# Screening data deposited in PubChem BioAssay by National Center for Advancing Translational Sciences (NCATS).
# D2 PAM: positive allosteric modulators of human D2 dopamine receptor. AID 485347. potentiation, % at 10 µM. P14416. HEK293 T-REx D2, calcium flux, EC20 dopamine potentiation. 340,000 compounds, 0.34% hits;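 active = potentiation over 3 SD above the plate norm, cut at about 30% in these data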; note: 0% is about no effect
# Target sequence (P14416 whole entry, looked up): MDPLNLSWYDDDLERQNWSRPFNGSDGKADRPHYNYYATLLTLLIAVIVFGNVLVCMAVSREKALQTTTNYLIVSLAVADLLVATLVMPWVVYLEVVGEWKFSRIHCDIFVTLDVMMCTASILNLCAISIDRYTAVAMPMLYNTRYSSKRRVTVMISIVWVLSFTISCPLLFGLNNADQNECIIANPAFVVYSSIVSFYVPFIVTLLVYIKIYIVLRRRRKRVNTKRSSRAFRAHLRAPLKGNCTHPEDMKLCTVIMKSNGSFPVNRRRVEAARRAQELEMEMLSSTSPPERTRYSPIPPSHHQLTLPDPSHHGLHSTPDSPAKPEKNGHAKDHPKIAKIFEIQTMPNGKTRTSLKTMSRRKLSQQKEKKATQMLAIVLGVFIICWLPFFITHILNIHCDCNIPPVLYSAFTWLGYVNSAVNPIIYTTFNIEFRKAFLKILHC
#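 Calcium flux readout, no-wash dye, 1 read/s. Inducible HEK293 Trex D2 line, overnight 30 C. Compound alone 180 s (agonist flags), then EC20 dopamine, another 180 s to score potentiation.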
# D1 PAM: enhances dopamine response at the human D1 receptor. potentiation, % at 10 µM. HEK293 TREx D1 cells, calcium flux, dopamine EC20 potentiation. P21728. 360,000 compounds, 0.036% hits; in the data active = potentiation above about 30%; note: 0% is about no effect
# Target sequence (P21728 whole entry, looked up): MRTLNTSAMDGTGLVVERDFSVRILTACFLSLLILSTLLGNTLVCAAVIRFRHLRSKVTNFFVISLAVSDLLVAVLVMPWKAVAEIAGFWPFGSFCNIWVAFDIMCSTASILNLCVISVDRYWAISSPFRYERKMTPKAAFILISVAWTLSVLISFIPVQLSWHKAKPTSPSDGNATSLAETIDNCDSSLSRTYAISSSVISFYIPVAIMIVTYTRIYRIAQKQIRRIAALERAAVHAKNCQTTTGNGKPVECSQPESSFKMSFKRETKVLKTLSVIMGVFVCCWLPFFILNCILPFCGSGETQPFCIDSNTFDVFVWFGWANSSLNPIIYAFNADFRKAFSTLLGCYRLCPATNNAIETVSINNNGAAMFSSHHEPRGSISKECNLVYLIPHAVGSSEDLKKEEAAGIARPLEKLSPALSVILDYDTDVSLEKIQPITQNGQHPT
# TRHR enhancer: allosterically enhances the human TRH receptor; 360,000 compounds, 0.66% hits; P34981; AID 493056; TRHR cells, fluo-8 calcium fluorescence, EC20 TRH enhancement; enhancement, % at 2 µM; in the data active = enhancement above about 30%; note: 0% is about no effect
#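 Enhancer read-out: after compound pinning and an initial kinetic agonist-mode read, an EC20 of TRH (10 nM final) was injected and fluo-8 calcium signal (Ex 480/Em 530) followed at 1 s/cycle for 100 cycles in TRHR-expressing cells.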
# D1 ag: human D1 receptor agonism | P21728 | HEK293 T-REx D1 cells, calcium flux, agonist mode | activation, % at 2 µM | 360,000 compounds, 1% hits | AID 504660; in the data active = activation above about 30%; note: 0% is about no effect
#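 Agonism was scored from calcium flux recorded over 180 s (1 read/s) after pintool compound addition, following a 10-cycle baseline. Cells were inducible force-coupled HEK293 TREx D1, plated overnight at 30 C and loaded with no-wash calcium dye.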
# TRHR agonist: TRH receptor (human) agonism | P34981 | TRHR cells, calcium flux fluo-8, FDSS agonist mode | activation, % at 2 µM | 360,000 compounds, 0.18% hits; in the data active = activation above about 30%; note: 0% is about no effect
#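 TRHR-expressing cells loaded with fluo-8 calcium dye; 23 nL library compound pin-transferred, kinetic FDSS fluorescence (Ex 480/Em 530) recorded about 180 s for agonist-induced calcium release, before a 10 nM TRH EC20 addition for potentiator mode.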
# RXFP1 agonist: activates the human relaxin receptor RXFP1. HEK293T-RXFP1 cAMP TR-FRET, 30 min; response scale: percent of porcine relaxin response, buffer zero. Q9HBX9. AID 2676. 370,000 compounds, 0.3% hits. Potency, µM (series often up to 57.5 µM), without a hit: top-dose activation, actives largely listed as activators; note: potency is the fitted concentration of half-maximal effect; % is set by controls: 0 for no effect and ±100 for the full control effect; nearly all actives have a fitted effect of over 60% in size; many of its hits are not listed in these tables
#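 HEK293 cells stably expressing RXFP1, treated 30 min at 37C with compounds plus PDE4 inhibitor Ro 20174; cAMP measured by HTRF TR-FRET. Normalized to buffer and 29 nM porcine relaxin; EC50 by Hill fit.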
# Anesthetic bind: binds horse apoferritin like a general anesthetic. P02791. apoferritin/1-aminoanthracene competitive binding, fluorescence. Potency, µM (titrated, usually from 77.5 µM), inactives show at the highest dose activity change, negative = displacement, most hits filed as inhibitors. 350,000 compounds, 0.074% hits; note: potency is the fitted concentration of half-maximal effect; % is set by controls: 0 for no effect and ±100 for the full control effect; nearly all actives have a fitted effect of over 20% in size
# Target sequence (P02791 2-175 limits assumed): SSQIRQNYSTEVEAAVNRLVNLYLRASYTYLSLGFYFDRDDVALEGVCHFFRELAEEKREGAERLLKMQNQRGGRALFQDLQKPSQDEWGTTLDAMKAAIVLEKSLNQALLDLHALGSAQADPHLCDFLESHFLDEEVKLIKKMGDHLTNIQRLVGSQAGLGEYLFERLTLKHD
#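 Concentration-response curves derived by four-parameter Hill fitting of normalized fluorescence, where compounds displaced 1-AMA from 10 uM horse apoferritin following a brief 10 min room-temperature incubation; propofol titration acted as positive control.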
# D1 antag: human D1 dopamine receptor antagonism | AID 504652 | HEK293 TREx D1 cells, calcium flux, dopamine EC80; stronger effect = lower value | 360,000 compounds, 3.2% hits | activity change, negative = inhibition, % at 10 µM; in the data active = activity change below about -30%; note: % is set by controls: 0 for no effect and ±100 for the full control effect
#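 Allosteric or orthosteric antagonism assessed as attenuation of the calcium response to EC80 dopamine, added 180 s after compound, in induced HEK293 Trex D1 cells loaded with no-wash calcium dye.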
# RXFP1 antagonist: RXFP1 (human) relaxin receptor antagonism | activity change, negative = inhibition, % at 57.5 µM | HEK293-RXFP1, relaxin-stimulated cAMP HTRF, 30 min; stronger effect = lower value | Q9HBX9 | 350,000 compounds, 0.59% hits;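 active = activity change of -60% or lower, but not beyond a set lower limit; inconclusive = change between -60% and -40%, or beyond the set limit; inactive = change above -40%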; note: % is set by controls: 0 for no effect and ±100 for the full control effect
# Starred values were filed as active, the others as inactive; u = inconclusive; x = not tested or not shown; [ ] = another dose, or the depositor's remark. Unless noted, calls come from the whole dose curve; as a rule, active = well fitted curve in the direction sought with a large enough effect; inconclusive = small, poorly fitted or top-dose-only effect, or another doubt; inactive = no such curve, though single readings can be large; an effect the other way counts as inactive or inconclusive.
SMILES,D2 PAM,D1 PAM,TRHR enhancer,D1 ag,TRHR agonist,RXFP1 agonist,Anesthetic bind,D1 antag,RXFP1 antagonist
N#Cc1cc([N+](=O)[O-])ccc1Oc1ccc(-c2nnco2)cc1,5,-5,-2,9,0.4,1.7%,3%,-11,2
Cc1nn(C(C)C(=O)NCCc2ccccc2)c(=O)c2c1sc1ccccc12 (centres undefined),8,-2,14,5,-0.3,7.0%,78%[activator],-3,5
Cc1ccc(OCC(=O)NCCNC(=O)c2ccncc2)cc1,5,x,10,5,-0.9,2.4%,-5%,0,-32
CCOC(=O)C(CCC(C)=O)C(=O)c1ccccc1 (centres undefined),-11,5,-7,0,0.0,2.2%,-11%,11,x
c1ccc2ccccc2c1,-6,-2,-14,0,-0.1,1.5%,x,x,x
COc1ccc(-c2nc3cc(NC(=O)COc4ccc(F)cc4)ccc3o2)cc1,10,-1,10,1,1.1,8.6%,6%,-5,-6
O=C(CCc1nc2ccccc2c(=O)[nH]1)Nc1nnc(SCc2ccc(Cl)cc2)s1,7,0,-1,3,1.2,0.8%,x,0,1
COc1ccc(-n2c(=O)/c(=C\c3cccs3)s/c2=C(/C#N)C(=O)N2CCN(C)CC2)cc1,8,-6,8,12,0.5,1.0%,-21%,11,-12
O=C(NCCN1C(=O)S/C(=C\c2cccnc2)C1=O)c1cc(S(=O)(=O)N2CCOCC2)ccc1F,0,4,-3,1,0.2,13%,-4%,8,2
COc1cccc(-n2cc(C(=O)Nc3ccccc3C(N)=O)c3ccccc3c2=O)c1,7,-3,0,-1,-0.2,0.1%,-17%,-21,0
O=C(COc1c(Br)cc(Br)c2cccnc12)Nc1ccccc1F,-11,-1,5,1,1.0,7.0%,-16%,x,1
O=C1C2=C(SCCS2)C(=O)N1c1ccccc1,14,7,3,9,2.0,1.2%,u,-7,6
CCOCCCNC(=O)c1ccc2c(c1)NC(=O)C(CS(=O)(=O)Cc1ccc(F)cc1Cl)N2 (centres undefined),13,0,7,-1,0.7,4.9%,1%,0,2
CCOC(=O)CNC(=O)C(=O)c1c(O)[nH]c2ccccc12,-5,-4,4,-1,0.1,-0.1%,2%,6,6
CCOC(=O)c1ccccc1NC(=O)Cn1cnc2c(cnn2-c2ccc(F)cc2)c1=O,-4,-9,-1,4,-0.2,-0.3%,-8%,-5,7
Cc1ccc(/C=N/NC(=O)c2cc3c(s2)CCCC3)o1,-29,-2,4,0,-2.0,1.1%,x,-3,-6
CCc1ccccc1NC(=O)Nc1cccn(Cc2ccc(F)cc2)c1=O,-11,-5,-5,1,-0.9,2.8%,u,5,6
CCN1CCN(CCNC(=O)c2cc(Cl)c(NC(=O)C3=C(C)OCCS3)cc2OC)CC1,0,-4,2,4,0.3,0.7%,-4%,-2,4
O=C(CCc1nnc(-c2ccc3c(c2)OCO3)o1)NC(c1cccnc1)C(F)(F)F (centres undefined),-15,-1,-18,0,-0.4,-1.2%,-12%,0,-2
Cc1ccc(CNC(=O)c2cc(-c3ccccc3)n(Cc3cc(C)no3)n2)cc1,11,0,4,6,-0.1,2.2%,x,-13,x
O=C(NCc1ccc(F)cc1Cl)C1CCN(S(=O)(=O)N2CCCCC2)CC1,2,-10,3,50*,-0.2,1.1%,-7%,-18,8
S=c1[nH]nc(-c2ccc(Cl)cc2)n1CCCN1CCOCC1,0,-13,3,-2,-0.6,4.4%,0%,-7,-28
Cc1ccccc1Nc1cccc2nonc12,-1,-7,-3,40*,9.5,2.6%,u,-5,-5
c1ccc(COc2ccc(CN3CCN(c4ccccn4)CC3)cc2)cc1,-23,-7,-4,1,0.1,-0.3%,-7%,19,-22
CC(C)CNC(=O)c1cc(-c2ccco2)on1,-4,-4,-1,3,-0.1,1.2%,-15%,20,-2
O=C(Cc1ccc(Br)cc1)N1CCN(C(=O)c2ccccc2)CC1,x,-5,7,0,0.3,-0.5%,x,13,-1
Cc1ccccc1NC(=O)CN1C(=O)S/C(=C\c2ccc(-c3cccc(C(=O)O)c3C)o2)C1=O,1,0,-4,4,-0.1,2.1%,-3%,-1,5
O=C1N/C(=C\c2ccc(N3CCOCC3)c(F)c2)C(=O)N1Cc1ccccc1,-6,-4,0,4,1.1,4.6%,-4%,1,-21
O=C(CN1CCCCCC1)N1c2ccccc2Sc2ccc(C(F)(F)F)cc21,-17,0,2,-1,0.9,0.3%,-12%,12,-40
CCOC(=O)c1ccc(N2CN(CCc3ccccc3)CNC2=S)cc1,7,7,-7,2,-0.2,0.1%,-4%,6,x
O=C(COc1ccc(Br)cc1)N1CCc2ccccc21,x,5,7,1,0.1,-0.7%,-8%,22,-18
COc1ccc(NC(=O)Cn2nc(C)c3ccccc3c2=O)cc1,x,1,-3,3,-0.6,3.8%,-7%,-10,4
CCOC(=O)N1CCN(c2cc(NCCO)c([N+](=O)[O-])c3nonc23)CC1,-2,2,-4,0,-0.1,11%,1%,27,-17
Nc1nc2c(c(=O)[nH]1)CN(Cc1ccccc1)CC2,7,-5,-4,4,-0.4,0.5%,x,21,x
CN1CC(=O)N(CC(=O)Nc2ccc(F)cc2)c2ccccc2C1=O,0,-3,2,3,0.6,-1.4%,-8%,13,-9
CC1=C(C(=O)NCc2ccco2)C2(CCC(C)CC2)OC1=O (centres undefined),5,0,-2,1,-0.3,1.1%,-6%,-18,-1
CCS(=O)(=O)c1nc(S(=O)(=O)c2ccc(C)cc2)c(N2CCOCC2)s1,3,-2,-13,1,-0.8,22%,-9%,18,8
COCCCNC(=O)Cn1cc2c(n1)CCC(C)C2 (centres undefined),-1,-2,13,-1,0.8,0.2%,-6%,-12,0
CCOc1ccc(S(=O)(=O)N(C)c2ccc(OCC(=O)Nc3ccccc3F)cc2)cc1,-6,-7,-17,3,0.6,1.5%,x,-3,5
CN(CC(=O)NCC1CCCO1)S(=O)(=O)c1ccc(Br)cc1 (centres undefined),-1,-2,0,0,0.2,2.5%,-5%,-22,4
COc1cccc(C(=O)NCCS(=O)(=O)NCC2CCCO2)c1 (centres undefined),4,5,-3,-1,-0.3,1.8%,x,29,8
Cc1cccc(C(=O)Oc2ccc(/C=N/NC(=O)Cc3ccc([N+](=O)[O-])cc3)cc2)c1,-6,-5,17,0,0.6,3.8%,-5%,1,-4
CN(C)c1nc(C#N)nc(N(C)C)n1,x,-4,33*,-2,-0.2,2.9%,-7%,-2,9
COc1ccc(CNC(=O)COc2ccc(S(=O)(=O)N3CCCCC3)cc2Cl)cc1,13,-6,2,5,1.0,0.4%,48%[activator],-9,-19
CCC(=O)N(Cc1ccco1)Cc1cc2cccc(C)c2n2nnnc12,-3,4,4,2,0.1,-0.2%,-2%,-5,-5
CN(C)CCNC(=O)COc1ccc(C23CC4CC(CC(C4)C2)C3)cc1,-8,-3,2,33*,1.5,1.6%,u,7,-25
COC(=O)C1=NN(C(=O)c2ccc(C)cc2)C(O)(c2ccc(Cl)cc2)C1 (centres undefined),-5,-7,4,57*,5.8,2.2%,u,-3,-24
COC(=O)c1sc(NC(=O)c2ccco2)c(C#N)c1C,2,-1,11,6,1.4,0.0%,1%,4,2
CC(C)(C)n1cc(S(=O)(=O)c2ccccc2)[nH]c1=O,15,3,5,3,-0.6,-0.6%,-3%,5,3
O=C(C1CC1)N1CCN=C1SCc1cccc(F)c1,9,3,-3,-2,-0.3,0.3%,-1%,6,x
Cc1cc(C)nc(NC(=O)NS(=O)(=O)N2CCCCCC2)n1,-1,-5,4,1,-0.1,0.5%,-1%,0,-2
CCCCN1CCc2nc(N3CCN(c4ncccn4)CC3)ncc2C1,-23,1,-5,0,1.3,4.1%,3%,3,-10
CCCC(c1nnnn1Cc1ccc(OC)cc1)N1CCN(c2ccccc2)CC1 (centres undefined),-10,-5,-6,1,-1.5,1.5%,-18%,-8,-4
Cc1ccc2c(=O)cc(C(=O)Nc3c(C(=O)c4ccccc4)oc4ccccc34)oc2c1,-4,0,0,1,0.4,1.9%,26%,3,-8
COc1ccc(NS(=O)(=O)c2csc(C(=O)Nc3ccccc3)c2)cc1,0,-5,0,17,-0.9,0.0%,-23%,-42*,-12
O=C(Nc1ccc([N+](=O)[O-])cc1)c1ccc(Cn2cc([N+](=O)[O-])cn2)cc1,-26,-5,-12,14,1.4,-0.8%,-8%,-13,-4
c1ccc(C[C@H]2CNCCN2CCc2cccc3ccccc23)cc1,-11,1,7,18,0.4,-0.1%,x,-4,x
CCOC(=O)N1CCc2c(sc3ncn(Cc4ccc(F)cc4)c(=O)c23)C1,x,-3,-5,2,-0.1,5.0%,-5%,16,8
Cc1ccc(-n2c(-c3c(-c4ccccc4)noc3C)n[nH]c2=S)cc1,-3,-2,-7,1,0.2,1.4%,-19%,x,-35
COc1ccc(-c2nc3c(c(SCC(=O)N4CCOCC4)n2)Cc2c(CO)cnc(C)c2O3)cc1,-3,-5,10,1,-0.2,-2.4%,-17%,1,2

# In the list so far, four have a cyano group:
SMILES,D2 PAM,D1 PAM,TRHR enhancer,D1 ag,TRHR agonist,RXFP1 agonist,Anesthetic bind,D1 antag,RXFP1 antagonist
N#Cc1cc([N+](=O)[O-])ccc1Oc1ccc(-c2nnco2)cc1,5,-5,-2,9,0.4,1.7%,3%,-11,2
COc1ccc(-n2c(=O)/c(=C\c3cccs3)s/c2=C(/C#N)C(=O)N2CCN(C)CC2)cc1,8,-6,8,12,0.5,1.0%,-21%,11,-12
CN(C)c1nc(C#N)nc(N(C)C)n1,x,-4,33*,-2,-0.2,2.9%,-7%,-2,9
COC(=O)c1sc(NC(=O)c2ccco2)c(C#N)c1C,2,-1,11,6,1.4,0.0%,1%,4,2

# (list continues)
SMILES,D2 PAM,D1 PAM,TRHR enhancer,D1 ag,TRHR agonist,RXFP1 agonist,Anesthetic bind,D1 antag,RXFP1 antagonist
Cc1c(C(=O)Nc2ccccn2)oc2ccccc12,9,8,1,1,-0.3,3.1%,-20%,1,-3
O=C(NCCC1=CCCCC1)c1ccc(=O)oc1,2,-13,9,1,0.2,0.6%,-22%,1,0
O=C1CCSc2ccc(Cl)cc2N1Cc1cccc(Cl)c1,12,-3,8,12,0.1,0.2%,-11%,23,-10
Cc1ccc(S(=O)(=O)N2CCN(CC(=O)NC(=O)NCc3ccccc3)CC2)cc1C,-2,2,-3,2,-0.6,-0.1%,-20%,1,-6

# Not all compounds are listed; the hit share may differ from the screen's.
